AddAB inh = growth inhibition of E. coli expressing H. pylori AddAB, primary screen, AddAB inhibitor project, absorbance | inhibition, % at 11.9 µM | 0.29% of 330,000 active | AID 435030, 2010; in the data active = inhibition above about 12%;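 also: 0% = vehicle wells of infected cells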
phage Ecoli inh = growth loss of phage-infected E. coli, primary screen, RecBCD inhibitor project, absorbance, with phage, HTS | inhibition, % at 11.9 µM | 0.26% of 360,000 active; in the data active = inhibition above about 11%
CAL PDZ FP-1 = CAL PDZ peptide-binding inhibitors, primary screen, biochemical, fluorescence polarization, Cer-tagged CAL PDZ, HTS | Golgi-associated PDZ and coiled-coil motif-containing protein (Homo sapiens), Q9HD26 | purified CAL PDZ, TMR-peptide fluorescence polarization, 1 h | inhibition, % at 20 µM | 0.02% of 330,000 active | AID 504414, 2011;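 active = highest replicate inhibition of at least 40%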;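 also: plate controls were DMSO neutral control wells for no effect and unlabeled competitor peptide control wells for full effect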
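Control set: unlabelled peptide and DMSO controls / Material: purified CerCALP PDZ construct / Timing: 1 h incubation at room temperature before polarization reading / Doses: 20 µM, one dose / Detection: fluorescence polarization (mP)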
SR-BI DiI inh = inhibitors of SR-BI mediated HDL lipid uptake, primary screen, ldlA[mSR-BI] cells, fluorescence, single point. ldlA[mSR-BI] CHO cells, DiI-HDL uptake fluorescence, 3 h. inhibition, % at 12.5 µM. 0.96% of 320,000 active. AID 488896, 2010;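 active = mean replicate inhibition of at least 70% and a set share of replicates each scoring 70 or more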;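 also: 0% = median of neutral control wells and 100% = median of positive control wells; values of inactives mirror those of a sister screen read the other way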
Target sequence (Q61009 whole entry, looked up): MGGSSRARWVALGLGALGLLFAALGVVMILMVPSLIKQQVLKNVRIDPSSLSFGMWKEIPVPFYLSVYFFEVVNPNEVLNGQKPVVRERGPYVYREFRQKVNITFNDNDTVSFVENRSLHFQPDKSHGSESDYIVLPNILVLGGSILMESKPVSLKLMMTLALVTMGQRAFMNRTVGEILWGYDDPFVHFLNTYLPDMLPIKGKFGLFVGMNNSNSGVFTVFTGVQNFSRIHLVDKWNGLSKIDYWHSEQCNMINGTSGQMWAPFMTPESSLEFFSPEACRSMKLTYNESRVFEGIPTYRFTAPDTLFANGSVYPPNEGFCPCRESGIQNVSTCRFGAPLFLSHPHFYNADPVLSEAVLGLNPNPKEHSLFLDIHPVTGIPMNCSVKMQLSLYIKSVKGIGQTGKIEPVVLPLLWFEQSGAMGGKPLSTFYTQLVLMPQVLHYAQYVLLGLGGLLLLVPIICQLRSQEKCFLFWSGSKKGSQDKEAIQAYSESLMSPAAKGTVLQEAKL
Ecoli viability = E. coli V3065 growth inhibition, primary screen, counter-screen for AddAB inhibitor project, absorbance, OD600; 18 h; inhibition, % at 11.9 µM; 0.27% of 330,000 active;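 active = inhibition above the campaign's mean inhibition across all tested compounds plus 3 SD, cut at about 9.9% in these data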;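 also: uninfected addAB+ strain grown without phage in ampicillin broth; 0% = DMSO wells and 100% = ciprofloxacin 0.95 µg/ml wells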
SR-BI DiI-HDL act = activators of SR-BI mediated DiI-HDL uptake, primary screen, ldlA[mSR-BI] CHO cells, DiI fluorescence | 3 h; 100 = double the neutral-control signal | activation, % at 12.5 µM | 0.096% of 320,000 active;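 active = mean replicate activation of at least 60% and every replicate at or above 60%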;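 also: 0% = median plate neutral-control signal and 100% = twice that signal; values of inactives mirror those of a sister screen read the other way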
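Material: SR-BI-overexpressing, LDLR-lacking CHO cells; schedule: compound exposure 3 h, 37 °C; reagent: DiI-labelled HDL at 10 µg/mL final; technique: bottom-read fluorescence, 550/595 nm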
Wnt act = Wnt/beta-catenin pathway activators, primary screen, cell-based, plate reader, single point; AID 743398, 2014; activation, % at 9.35 µM; 1.2% of 300,000 active; Wnt/beta-catenin reporter cell assay, activator; in the data active = activation above about 30%, passing the limit was not always enough;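 also: 0% = neutral control wells and 100% = positive control wells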
Tat transport = E. coli Tat export inhibitors, primary screen, MC4100, TorA-mCherry reporter, fluorescence, single point | inhibition, % at 10 µM | 0.036% of 340,000 active;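 active = mean replicate inhibition at least 50% and at least half of replicates individually reaching 50%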;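 also: exported cargo escapes ClpAP degradation while cytoplasmic cargo is degraded and loses fluorescence; 0% = median of neutral control wells and 100% = median of NaSCN control wells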
CAL PDZ FP-2 = untagged CAL PDZ binding inhibitors, primary screen, biochemical, fluorescence polarization, HTS. Golgi-associated PDZ and coiled-coil motif-containing protein (Homo sapiens), Q9HD26. purified CAL PDZ, TMR-peptide fluorescence polarization, 1 h. inhibition, % at 24.9 µM. 0.92% of 300,000 active. AID 602252, 2012;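 active = mean inhibition of at least 30% with at least half of replicates also reaching 30%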;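 also: 0% = DMSO neutral control and 100% = excess unlabeled competitor peptide PRC23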
MITF act = activators of MITF-driven TRPM1 promoter reporter, primary screen, cell-based, SK-MEL-5, luciferase, single point. AID 588334, 2011. 0.75% of 300,000 active. SK-MEL-5 TRPM1-promoter luciferase, 24 h; % of positive control, neutral wells = 0. activation, % at 12.5 µM;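 active = mean activation of at least 80% with every replicate also reaching 80%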;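 also: 0% = neutral control wells and 100% = parthenolide positive control wells; values of inactives mirror those of a sister screen read the other way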
* hit, by the source's call; x = no result given.

no. | smiles | CAL PDZ FP-2 | Ecoli viability | MITF act | SR-BI DiI inh | Tat transport | SR-BI DiI-HDL act | phage Ecoli inh | AddAB inh | CAL PDZ FP-1 | Wnt act
1 | O=C1NC(=Nc2ccccc2)S/C1=C/c1cccs1 | -2 | -1.2 | 48 | -17 | -7 | 17 | 3.8 | -3.0 | -4.8 | 51*
2 | CCCc1cc(=O)oc2cc(C)cc(OCC(=O)N3CCC(C(N)=O)CC3)c12 | 2 | -2.7 | 17 | 6 | -5 | -6 | 1.4 | 1.3 | -0.9 | 4
3 | CCc1ccccc1-n1ncc(C(=O)Nc2ccc(OC)cc2)c1C | 0 | x | 75 | x | 0 | x | -2.8 | x | -0.2 | 18
4 | CC1CCCC(C)N1CC(O)Cn1c2ccccc2c2ccccc21 (centres undefined) | -3 | 2.1 | x | x | 6 | x | 0.5 | 3.8 | 0.6 | 0
5 | CCOC(=O)c1ccc(N=c2sc(C(=O)OC)cc(=O)n2C2CC2)cc1 | -2 | -0.2 | 1 | 1 | 1 | -1 | 3.4 | 4.3 | 0.7 | 1
6 | Cc1nc2ccc(S(=O)(=O)NCC(=O)NC(C)c3ccccc3)cc2s1 (centres undefined) | -5 | -1.7 | -11 | -18 | -5 | 18 | 2.2 | 0.0 | -6.5 | -1
7 | Cc1c(N=Cc2ccc[nH]2)c(=O)n(-c2ccccc2)n1C | -2 | -3.7 | -14 | -23 | -3 | 23 | 4.1 | -0.9 | -0.2 | -2
8 | C/C(=N\O)c1noc(C)c1C(=O)Nc1nccs1 | -3 | 2.2 | 1 | 3 | -1 | -3 | 0.5 | 1.0 | -1.6 | -1
9 | CC(C)CCNC(=O)c1c[nH]c2ccc(S(=O)(=O)N3CCOCC3)cc2c1=O | -2 | 0.7 | -7 | -18 | -9 | 18 | -0.6 | 5.5 | -2.8 | 2
10 | O=C(COC(=O)Cc1ccccc1F)NNC(=O)c1ccc([N+](=O)[O-])cc1 | -7 | -2.2 | 2 | -25 | -5 | 25 | 0.2 | -1.2 | -1.8 | 2
11 | O=C(NNC(=O)c1ccncc1)Nc1ccccc1 | -6 | -0.2 | 4 | -28 | -1 | 28 | 1.4 | 1.7 | -1.8 | -3
12 | CC(C)CCNC(=O)CCc1nnc2n(CCCOC(C)C)c(=O)c3ccccc3n12 | 1 | -0.3 | 4 | -24 | 4 | 24 | 1.8 | 0.3 | -0.3 | -2
13 | O=C(COC(=O)C1CCCO1)Nc1cccc(C(F)(F)F)c1 (centres undefined) | -2 | -0.6 | x | -6 | -5 | 6 | 2.4 | 3.2 | -1.1 | x
14 | COc1cccc(CN(C)C(=O)c2cc(-c3ccc(F)cc3)nc3ccccc23)c1 | -11 | -0.4 | -3 | 60 | 6 | -60 | x | 2.6 | -2.3 | x
15 | O=C(N/N=C/c1c[nH]c2ccccc12)c1cccc(Cl)c1 | -7 | 1.7 | 14 | x | -4 | x | 2.3 | 1.6 | -0.2 | 10
16 | Cc1ccc(OCc2cc(C(=O)NC(C)Cc3cccc(C)n3)no2)cn1 (centres undefined) | 1 | 3.0 | -16 | -5 | 3 | 5 | 2.0 | 4.4 | -0.4 | 1
17 | Cc1cc(N=Nc2ccc(C)c(N=Nc3cc(C)c(N)cc3N)c2)c(N)cc1N | 20 | 0.0 | -2 | 53 | -2 | -53 | 0.6 | -2.1 | 7.1 | 22
18 | CN(C)Cc1ccccc1Sc1ccc2c(c1)CCCC2 | x | -0.7 | x | x | x | x | 3.5 | 2.4 | x | -4
19 | CC1CN(c2ccc(Cl)nn2)CC(C)O1 (centres undefined) | -3 | -0.2 | -2 | -18 | -5 | 17 | 4.1 | 2.3 | -2.0 | 5
20 | CC(C)c1ccc(NC(=S)N2CCN(C)CC2)cc1 | 5 | x | 40 | -25 | 3 | 25 | -0.6 | x | -3.1 | 11
21 | NS(=O)(=O)c1ccc(CCNC(=O)COC(=O)Cc2ccc([N+](=O)[O-])cc2)cc1 | 34* | -0.7 | 6 | -13 | -3 | 13 | 1.0 | -1.1 | 0.8 | -2
22 | N#C/C(=C/c1ccc(-c2ccc([N+](=O)[O-])cc2)o1)c1nnc(N2CCOCC2)n1-c1ccccc1 | x | x | -6 | 67 | 7 | -67 | -1.6 | x | -0.4 | -3
23 | Cc1cccc(NS(=O)(=O)c2ccc(-n3cccn3)cc2)c1C | 1 | 0.4 | -13 | 31 | -1 | -31 | 2.6 | 2.1 | -2.8 | -3
24 | Cc1ccc(S(=O)(=O)c2nc(NN(C)C)sc2Cl)cc1 | 120* | 0.8 | -7 | 6 | 2 | -6 | 1.8 | 4.3 | 8.9 | -4
25 | CC(C)C[C@@H](CSc1ccc(Br)cc1)N1CCN(C)CCC1=O | -1 | -2.1 | 81* | -17 | -4 | 17 | 1.8 | 0.0 | 0.9 | 12
26 | Cc1c(C2C(C#N)=C(N)N(c3ccccc3C#N)C3=C2C(=O)CCC3)cnn1C (centres undefined) | -1 | -2.1 | 3 | -6 | 3 | 6 | 1.3 | -0.9 | -0.1 | -1
27 | N#C/C(=N\Nc1ccc(F)cc1)C(=O)C1CC1 | x | -1.0 | x | x | x | x | 3.6 | 6.7 | x | 10
28 | CCC(CO)n1c(=S)[nH]c2cc(OC)c(OC)cc2c1=O (centres undefined) | -3 | 1.0 | 1 | -6 | -10 | 6 | 3.3 | -1.6 | -1.5 | 0
29 | CC(=O)Oc1cccc(/C=C2\Sc3ccccc3C2=O)c1 | 3 | -3.1 | x | 15 | -5 | -15 | 2.0 | 0.2 | -0.4 | -2
30 | CCOC(=O)c1cccc(NC(=O)Cn2c(CC(=O)NC)nc3ccccc32)c1 | x | 0.4 | -3 | 6 | -7 | -6 | 1.7 | -0.3 | -0.8 | -7
31 | O=C(CSc1nnc(NC(=O)c2ccco2)s1)NC1CCCCC1 | 0 | -2.4 | 2 | -5 | 5 | 5 | 1.6 | 0.1 | -3.2 | -6
32 | Cn1c(CNC(=O)C2CCC(=O)N(CCc3cccc(F)c3)C2)nc2ccccc21 (centres undefined) | 12 | 0.8 | 7 | 16 | -7 | -16 | 4.0 | -0.4 | -0.5 | -1
33 | Cc1cc(=O)oc2cc(OCC(=O)N3CCCc4ccccc43)ccc12 | -2 | 1.7 | 3 | 15 | -1 | -15 | 3.0 | 1.8 | -1.4 | -1
34 | O=C(N/N=C\c1cc([N+](=O)[O-])ccc1N1CCOCC1)c1ccccn1 | x | -0.5 | -6 | 6 | -4 | -6 | 1.2 | 2.7 | -0.6 | 1
35 | N#CC1=C(N)Oc2nc[nH]c(=O)c2C1c1cccs1 (centres undefined) | 2 | -0.3 | -4 | -4 | -7 | 4 | 3.6 | -2.1 | 0.5 | -1
36 | CCOC(=O)C(=Nc1ccccc1)NO | -1 | -1.7 | -4 | -12 | -5 | 12 | 3.6 | 2.1 | -1.1 | x
37 | CCOC(Cn1ccc(=O)[nH]c1=O)OCC | -5 | -0.8 | -8 | x | -7 | x | -0.5 | -1.2 | -2.8 | 9
38 | CCn1nc(C)c(CN2CCC(n3nccc3NC(=O)c3ccc4c(c3)OCO4)CC2)c1C | -2 | 0.7 | 1 | -9 | -5 | 9 | -2.0 | 1.6 | -4.8 | 2
39 | CCC(=O)c1cc2c(C)cc(=O)oc2c(C)c1OC(=O)C(C)C | -4 | -2.8 | 14 | -11 | 3 | 11 | 2.4 | -1.9 | -1.0 | -1
40 | O=C(CSc1nncn1-c1cccnc1)N(c1ccccc1)c1ccccc1 | 1 | 2.2 | -13 | -23 | -4 | 23 | 3.1 | 3.4 | -0.7 | -2
41 | c1ccc(CCn2c3ccccc3c3nnc(SCc4ccc5nonc5c4)nc32)cc1 | x | 0.8 | -4 | 50 | 1 | -50 | 1.6 | -0.3 | -1.6 | 10
42 | Cc1ccc(N2C(=O)c3cccc([N+](=O)[O-])c3C2=O)cc1C | -3 | 1.5 | -1 | -29 | 5 | 29 | 2.6 | 0.6 | 1.8 | -2
43 | CCCN(CCC)C(=O)CC(c1ccccc1)C1CCOC(C)(C)C1 (centres undefined) | x | 2.1 | x | -4 | 12 | 4 | 3.9 | 0.8 | -0.7 | 3
44 | Cc1cc(NC(=O)C(C)SCC(=O)Nc2nc3c(F)cc(F)cc3s2)no1 (centres undefined) | -3 | -0.6 | x | 11 | 7 | -11 | 1.6 | 1.4 | -0.9 | -1
45 | COc1ccc(C(=O)Nc2ccccc2C(=O)N/N=C/c2ccccc2OC)cc1 | -1 | 2.0 | x | 34 | 0 | -34 | 2.7 | 4.1 | -2.3 | x
46 | O=C(O)CCC(=O)Nc1ccccc1Oc1ccccc1 | -5 | -0.5 | -7 | -22 | -4 | 22 | 4.0 | -2.5 | x | 1
47 | Cc1ccc2c(c1)N(CC(=O)NCCCN1CCOCC1)C(=O)c1cccnc1O2 | x | -1.4 | 23 | -9 | 1 | 9 | 3.3 | 3.2 | 0.9 | -1
48 | Cc1ccc(NC(=O)/C(=C\c2ccc3c(c2)OCO3)NC(=O)c2ccco2)cc1 | -3 | -0.6 | x | 6 | -7 | -6 | 1.4 | 0.5 | -0.7 | 2
49 | COc1cc(CNc2nc(C)c([N+](=O)[O-])c(C)c2C#N)cc(OC)c1 | -14 | 0.1 | -9 | 76* | -6 | -76 | 2.2 | 1.5 | -1.3 | x
50 | COC(=O)c1ccccc1C(=O)N1CCOCCOCCOCC1 | -2 | -0.1 | -15 | 12 | -8 | -12 | 2.7 | 4.8 | -3.0 | 0
51 | OC(COc1ccc(Br)cc1)CN1CCN(c2ccccc2)CC1 (centres undefined) | -3 | 0.3 | x | -4 | 0 | 4 | -0.6 | 1.8 | 0.0 | 0

Compound profiles (already shown). Order of values: CAL PDZ FP-2	Ecoli viability	MITF act	SR-BI DiI inh	Tat transport	SR-BI DiI-HDL act	phage Ecoli inh	AddAB inh	CAL PDZ FP-1	Wnt act
`O=C(N/N=C\c1cc([N+](=O)[O-])ccc1N1CCOCC1)c1ccccn1` as listed: x	-0.5	-6	6	-4	-6	1.2	2.7	-0.6	1
`Cc1cc(=O)oc2cc(OCC(=O)N3CCCc4ccccc43)ccc12` as listed: -2	1.7	3	15	-1	-15	3.0	1.8	-1.4	-1
`c1ccc(CCn2c3ccccc3c3nnc(SCc4ccc5nonc5c4)nc32)cc1` as listed: x	0.8	-4	50	1	-50	1.6	-0.3	-1.6	10

By substructure, the entries above with bromine (two)
no. | smiles | CAL PDZ FP-2 | Ecoli viability | MITF act | SR-BI DiI inh | Tat transport | SR-BI DiI-HDL act | phage Ecoli inh | AddAB inh | CAL PDZ FP-1 | Wnt act
25 | CC(C)C[C@@H](CSc1ccc(Br)cc1)N1CCN(C)CCC1=O | -1 | -2.1 | 81* | -17 | -4 | 17 | 1.8 | 0.0 | 0.9 | 12
51 | OC(COc1ccc(Br)cc1)CN1CCN(c2ccccc2)CC1 (centres undefined) | -3 | 0.3 | x | -4 | 0 | 4 | -0.6 | 1.8 | 0.0 | 0

Source: PubChem BioAssay
